High-throughput results from PubChem.
HEK293 NOD2/NF-kB: NOD2 signaling inhibitors, cell-based, luminescence, uHTS, HEK293 (AID 1566) | 290,000 compounds, 0.63% hits | HEK293 NOD2/NF-kB luciferase reporter, luminescence; higher % means a stronger effect | one-dose inhibition, % at 4 µM; EC50 in µM for titrated hits; further: many of its hits are not listed in these tables
Yfh1-depleted yeast: enhancers of respiration in Yfh1-depleted yeast, dose response, Friedreich's ataxia, plus single-dose screen (AID 1465); S. cerevisiae Yfh1-off respiration, WST-1 reduction, 72 h; higher fold induction means a stronger effect; fold induction at 50 µM, or EC50 in µM where a hit was titrated; 220,000 compounds, 0.074% hits;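 active means fold induction of absorbance versus untreated yeast above a set limit, then at least 30% activation at any dose in follow-up; inconclusive means repeats straddling the limit, or above it without dose testing; inactive means fold induction below the set limit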;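 further: activators that raise dye reduction in frataxin-depleted yeast; strong numbers were not always called active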
NOD1 NF-kB reporter: NOD1 signaling inhibitors, primary screen, cell-based, luminescence, uHTS (AID 1578) | 290,000 compounds, 1% hits | NOD1-driven NF-kB luciferase reporter cells, luminescence; higher % means a stronger effect | inhibition, % at 4 µM, or EC50 in µM where a hit was titrated; in the data active means inhibition mostly above about 36%, no sharp cut-off; inactive means mostly below about 34%;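 further: HEK-293T reporter cells stimulated with the NOD1 agonist gamma-tri-DAP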
West Nile virus CPE: inhibition of WNV-induced cytopathic effect – cell-based, CPE readout (AID 1621) | West Nile virus-infected cells, CPE inhibition; higher % means a stronger effect | CPE inhibition, % at 10 µM; hits with a dose series show IC50 in µM | 290,000 compounds, 0.02% hits; in the data active means a potency from the dose series; inconclusive means CPE inhibition mostly from about 3.7% at the one dose, without a potency; inactive means the rest, 99 in 100 with CPE inhibition below about 2.2%; further: strong numbers were not always called active
HIV fusion peptide: cell-free HIV fusion peptide-binding blockers – biochemical, uHTS, fluorescence dequenching, primary screen (AID 1986). inhibition, % at 20 µM, or IC50 in µM where a hit was titrated. cell-free peptide binding, fluorescence dequenching, 30 min; higher % means a stronger effect. 290,000 compounds, 0.3% hits; in the data active means inhibition mostly above about 52%, no sharp cut-off; inactive means mostly below about 76%; further: some results filed as inactive read as strong as hits
KOR beta-arrestin-1: KOR agonists, beta-arrestin recruitment, primary screen, cell-based, luminescence, uHTS (AID 1777). KOR beta-arrestin recruitment, luminescence; higher % means a stronger effect. activation, % at 10 µM; hits with a dose series show EC50 in µM. 280,000 compounds, 0.02% hits; in the data active means activation above about 50%, passing the limit was not always enough; further: a part of the inactive calls stands beside numbers as strong as those of hits
KOR beta-arrestin-2: KOR antagonists, beta-arrestin recruitment, cell-based, luminescence, uHTS (AID 1778) | KOR beta-arrestin recruitment, luminescence, antagonist mode; higher % means a stronger effect | one-dose inhibition, % at 10 µM; IC50 in µM for titrated hits | 290,000 compounds, 0.091% hits; further: strong numbers were not always called active
AID2073: disruptors of CaV2.2 binding to Mint1 – biochemical, HTRF (AID 2073). 290,000 compounds, 0.19% hits. inhibition, % at 20 µM; hits with a dose series show IC50 in µM. HTRF protein-protein interaction, Mint1-CaV2.2; higher % means a stronger effect; in the data active means inhibition mostly above about 51%, no sharp cut-off; inconclusive means no clear call, values can overlap the other calls; inactive means mostly below about 53%; further: some results filed as inactive read as strong as hits
Dengue-2 NS5 capping: Dengue-2 NS5 methyltransferase inhibitors, primary screen, biochemical, confirmation dose response (AID 588689). one-dose inhibition, % at 25 µM; IC50 in µM for titrated hits. Dengue-2 NS5 methyltransferase capping enzyme assay, biochemical; higher % means a stronger effect. 340,000 compounds, 0.3% hits; in the data active means a potency from the dose series; inconclusive means inhibition above about 29% without an active follow-up result
Dengue-2 NS5 capping pilot replicate: also measured in Dengue-2 NS5 capping; calls as there; inhibition, %; measured here: pilot screen replicate inhibition
Active calls of the source: *; i = inactive; ? = inconclusive; nt = not tested or not shown; & = joins results of further samples; [ ] = dose if it differs, or a comment. Unless noted, no stated cut-off is given here; in the data, active means inhibition above about 50%; inactive means the rest. Not all compounds are listed; rates above refer to the full screens.

SMILES	HEK293 NOD2/NF-kB	Yfh1-depleted yeast	NOD1 NF-kB reporter	West Nile virus CPE	HIV fusion peptide	KOR beta-arrestin-1	KOR beta-arrestin-2	AID2073	Dengue-2 NS5 capping	others
O=C(NC(=S)Nc1cccc2cnccc12)c1ccccc1	46%	i	81%*	-0.4%	-3.0%	-5.6%	2%[20 µM]	2%	5%
COc1ccccc1Cn1c(C(C)C)nc2ccccc21	11%	i	2%	-0.5%	0.7%	0.3%	4%	-11%	-2%
COCCN(C(=O)c1csnn1)C(C(=O)NC1CCCCC1)c1ccccc1 (configuration not stated)	-4%	nt	-20%	-0.4%	0.8%	3.4%	-36%	-7%	-1%
CCCCOc1ccc(C(=O)Nc2ccc3c(c2)C(=O)NC3=O)cc1	19%	nt	-21%	0.4%	0.6%	-2.0%	-7%[20 µM]	19%	-2%
C/C(=N\NC(=S)NCc1ccccc1)c1ccc(C(C)(C)C)cc1	12%	i	18%	-1.6%	-1.1%	1.1%	12%	6%	-1%
COc1ccc(CC(=O)N2CCCc3ccccc32)cc1	-22%	i	-2%	-0.3%	0.5%	7.4%	-22%	5%	-2%
COc1ccc(Br)cc1CN(C)C(=O)c1ccncc1	-1%	nt	-40%	-0.1%	0.7%	-1.7%	-15%	17%	4%
COc1ccccc1NC(=O)NCC(=O)Nc1c(C)cccc1C	4%	i	-40%	0.0%	1.9%	-1.8%	10%	24%	-4%
COc1ccc(-c2csc3ncn(-c4ccc(C)cc4)c(=O)c23)cc1OC	-12%	i	-23%	1.0%	-1.2%	-4.7%	-20%[20 µM]	-2%	-4%
C#CC[N+]1(CC#Cc2cccc(C)c2)CCCCC1	9%	i	-22%	-0.1%	1.5%	-4.6%	13%	20%	nt
CN1CCN(c2ccc(C(F)(F)F)cc2NC(=O)Nc2ccccc2)CC1	9%	nt	-1%	34%	-1.4%	-11%	-3%	3%	8%
CSCCC(NS(=O)(=O)c1ccc(C)cc1)C(=O)N1CCCC1 (configuration not stated)	3%	nt	-24%	-0.2%	-0.7%	1.1%	-9%	-13%	-1%
O=C(Cn1ccc(C(F)(F)F)n1)N/N=C/c1ccc(N2CCOCC2)cc1	20%	i	-39%	0.3%	-1.0%	-0.4%	-14%	5%	0%
O=C(/C=C/c1cc(Br)ccc1O)c1ccco1	-140%	i	-6%	?	1.6%	4.2%	-18%	13%	-5%
Cn1c(CSCc2ccc(Cl)cc2)nnc1SCC(=O)Nc1nccs1	28%	i	32%	-0.6%	1.9%	3.7%	22%	-2%	5%
COc1cc(NC(=O)c2cccnc2)c(OC)cc1NC(=O)c1ccc(Br)cc1	-6%	nt	-10%	0.0%	0.4%	1.0%	-2%	11%	-11%
Cc1ccccc1OCc1nc2c3c(ncn2n1)-c1ccccc1CC31CCCC1	1%	i	-14%	1.8%	1.3%	-4.2%	30%	2%	-5%
CC(=O)c1ccc(NC(=S)Nc2cccc(S(=O)(=O)Nc3c(C)n(C)n(-c4ccccc4)c3=O)c2)cc1	-4%	i	-34%	-0.3%	-1.6%	-5.2%	3%	52%	-6%
CCOC(=O)c1ccc(S(=O)(=O)N2CCN(C(C)=O)CC2)cc1	16%	i	-14%	0.0%	0.3%	-2.2%	16%	20%	-3%
Cn1c(N)c(S(=O)(=O)N2CCCC2)c(=O)n(C)c1=O	3%	nt	-8%	0.2%	0.2%	9.6%	5%	2%	0%
COC(=O)c1ccc(CSc2nnc(Nc3ccc(OC)cc3)s2)o1	-6%	i	-29%	-0.3%	27%	-0.1%	-7%	-12%	-2%
O=[N+]([O-])c1cn(-c2nc(-c3ccco3)cc(C(F)(F)F)n2)cn1	0%	i	-14%	-0.5%	-1.4%	nt	-19%	-3%	-6%
CC(C)[C@H](NC(N)=O)C(=O)Nc1ccc(F)c(Cl)c1	12%	i	-25%	0.0%	-0.6%	0.7%	-6%	3%	0%
N/C(=N\N=C\c1cccc([N+](=O)[O-])c1)c1nonc1N	-60%	i	-14%	0.0%	-1.5%	-3.0%	32%	2%	nt
Cc1cc(C(=O)N2CCN(S(=O)(=O)c3ccccc3)CC2)c(C)o1	8%	nt	-30%	-0.8%	-0.5%	2.3%	-23%	49%	1%
CCOC(=O)C1(Cc2ccc(Cl)cc2)CCN(C(=O)c2ccoc2)CC1	-7%	i	-36%	0.0%	-0.4%	0.1%	-8%	4%	-1%
CCOC(=O)C1=C(c2ccccc2)NC(=O)NC1c1ccc(OC)cc1OC (configuration not stated)	1%	nt	2%	-0.8%	-0.5%	-3.1%	31%	-4%	-7%
COc1ccc(OC)c(CCNC(=O)C(=O)Nc2ccc3nc4n(c(=O)c3c2)CCCCC4)c1	26%	i	2%	-0.1%	-2.3%	nt	28%	6%	-4%
COc1ccc(C(C)NC(=O)c2ccoc2C)cc1OC (configuration not stated)	-1%	i	3%	1.0%	-1.4%	-2.8%	15%	-1%	1%
CCc1nnc(SCC(=O)Nc2ccc(F)cc2)o1	-5%	nt	-14%	0.7%	-0.5%	-3.4%	6%	-3%	0%
Cc1ccc(Cl)cc1N1CCN(C(=O)c2ccc(NS(=O)(=O)c3c(C)noc3C)cc2)CC1	-3%	nt	3%	nt	-0.2%	1.5%	4%	15%	1%
Cc1cc(C(=O)CSc2nn3c(=O)c(C(C)(C)C)nnc3s2)c(C)n1C	-19%	i	6%	0.0%	9.7%	3.0%	-35%	18%	-7%
COc1ccc(C2N=C(N)N=C(N)N2c2ccccc2)cc1OC (configuration not stated)	-8%	i	5%	0.5%	-2.3%	1.9%	-35%	-2%	-4%
CCCNC(=O)NC(=O)COC(=O)c1cccc(NS(=O)(=O)c2ccc(F)c(F)c2)c1	6%	i	45%	-0.5%	1.8%	1.7%	nt	4%	-5%
Cc1ccc(CNC(=O)c2nnn(CC(=O)Nc3cccc(C)c3C)c2N)cc1	15%	nt	-10%	0.8%	0.5%	1.8%	-4%	45%	-3%
CCN(Cc1ccccc1)Cc1c(F)cccc1F	0%	i	-29%	0.3%	-0.2%	-1.7%	-14%	6%	-2%
CC1=C(C(=O)OC(C)C)C(c2c(O)ccc3ccccc23)NC(=O)N1 (configuration not stated)	7%	i	4%	-0.1%	-0.5%	0.4%	6%	-6%	-1%
Oc1ccc(Cn2ccnc2)c2cccnc12	0%	i	-18%	3.2%	3.9%	-4.3%	-2%[20 µM]	22%	4%
COc1ccc(OC)c(/C=C/C(=O)Oc2ccc(C(C)=O)cc2)c1	9%	nt	-23%	0.4%	-1.4%	1.3%	-32%	26%	0%
O=C(NCCc1ccc(Cl)cc1)Nc1ccc(F)cc1	-9%	i	-27%	-0.5%	1.0%	0.0%	9%[20 µM]	9%	-6%
O=C(NCc1ccco1)c1cc(-c2cccs2)nc2ccccc12	8%	i	-23%	-0.1%	-1.4%	-0.1%	-38%	-4%	81%
Cc1oc(/N=C/c2ccc3c(c2)OCO3)c(C#N)c1C	-28%	i	-132%	0.0%	0.9%	69%	24%	-5%	2%
CCOC(=O)c1c(N/N=C/c2ccncc2)n[nH]c1C	1%	i	-30%	-0.5%	-1.8%	-2.9%	-17%	0%	1%
Cn1c(=NC(=O)C2CCN(S(=O)(=O)c3cccs3)CC2)sc2ccccc21	13%	i	7%	-0.7%	-0.2%	-1.7%	-5%	11%	11%&0%
Cc1ccc(CNC(=O)/C(C#N)=C/c2ccc(C)s2)cc1	7%	i	9%	-0.6%	-1.3%	1.6%	13%	-9%	-4%
Cc1ccc(C(=O)NC(=S)NCc2ccccc2)cc1	-10%	nt	-33%	-0.7%	-0.1%	-4.5%	10%	-4%	-9%	Dengue-2 NS5 capping pilot replicate=-0.9
S=c1[nH]nc(-c2ccco2)n1/N=C/C=C/c1ccco1	14%	i	-9%	-0.7%	66%*	-0.8%	nt	74%	36%
COc1cc(/C=C2/SC(=S)N(Cc3ccccc3)C2=O)ccc1O	-1%	nt	-17%	-0.3%	6.0%	-4.1%	18%	20%	20%
CCN1C(=O)C(Cc2nc3ccccc3c(=O)n2C)c2ccccc21 (configuration not stated)	-2%	i	-13%	-0.2%	-0.7%	1.9%	-42%	13%	3%
CN(C)c1cccc(C(=O)Nc2cccc(S(=O)(=O)NC3=NCCC3)c2)c1	-6%	nt	-60%	-0.9%	-1.9%	-6.4%	5%	14%	1%
Cc1c(C(=O)NCCc2ccc(Cl)cc2)sc2nc3n(c(=O)c12)CCC3	4%	nt	-26%	-0.1%	1.0%	-2.3%	-27%	-3%	-2%
N/C(CC(=O)Nc1ccc(F)cc1F)=N\OC(=O)c1cccs1	21%	i	-6%	-0.2%	0.3%	0.6%	14%	-9%	4%
COc1ccc(/C=C/C(=O)NC(=S)NNC(=O)c2cccs2)cc1	5%	i	-7%	-1.2%	-0.7%	-1.6%	-91%	6%	-3%
COc1ccc(CCNC(=O)CSc2nc3[nH]ncc3c(=O)n2-c2ccc(Br)cc2)cc1OC	3%	i	-14%	-0.2%	-0.5%	-5.0%	-21%	3%	-14%
CCn1ccnc1CN1CCCC(C(=O)c2ccc3cc(OC)ccc3c2)C1 (configuration not stated)	nt	i	nt	-1.6%	3.2%	4.0%	-20%	20%	-5%
O=C(NCc1ccco1)c1cc(S(=O)(=O)N2CCOCC2)c(Cl)cc1Cl	10%	i	2%	0.3%	0.2%	1.7%	-11%	-11%	-15%
COc1ccccc1NS(=O)(=O)c1cccc(C(=O)N/N=C/c2cn(-c3ccccc3)nc2-c2ccccc2)c1	-6%	i	32%	-1.6%	1.3%	3.8%	0%	19%	-3%
Cc1ccccc1CN1CCN(C(=O)c2ccco2)CC1	-16%	nt	-4%	-0.5%	1.8%	-3.1%	1%	18%	-2%
CCOC(=O)c1c(C)[nH]c(C(=O)OCC(=O)Nc2cc(C)c(Cl)cc2OC)c1C	-17%	i	-17%	1.0%	2.8%	-3.3%	21%	34%	-6%
CON(C)c1nc(OCC#N)nc(N(C)C)n1	7%	i	-13%	-0.2%	2.4%	-1.8%	72%	4%	-2%
COC(=O)c1ccccc1NC(=S)NC(NC(=O)COc1ccccc1)C(Cl)(Cl)Cl (configuration not stated)	14%	nt	21%	nt	1.0%	0.6%	25%	-26%	-13%

Random excerpt: two records from the list
SMILES	HEK293 NOD2/NF-kB	Yfh1-depleted yeast	NOD1 NF-kB reporter	West Nile virus CPE	HIV fusion peptide	KOR beta-arrestin-1	KOR beta-arrestin-2	AID2073	Dengue-2 NS5 capping	others
Cc1ccc(C(=O)NC(=S)NCc2ccccc2)cc1	-10%	nt	-33%	-0.7%	-0.1%	-4.5%	10%	-4%	-9%	Dengue-2 NS5 capping pilot replicate=-0.9
CCOC(=O)C1=C(c2ccccc2)NC(=O)NC1c1ccc(OC)cc1OC (configuration not stated)	1%	nt	2%	-0.8%	-0.5%	-3.1%	31%	-4%	-7%
